Screens from PubChem.
aSyn yeast rescue = inhibitors of alpha-synuclein toxicity in yeast. S. cerevisiae alpha-synuclein toxicity rescue, BacTiter-Glo growth, 24 h. Potency, µM (series often up to 46.1 µM), for the others: at the highest dose growth rescue (activation), usual class: activators. actives 0.02% (n = 94,000). AID 1347070; active means well fitted activation curve with a large enough effect; inconclusive means small, poorly fitted or top-dose-only effect; further: 0% is about no effect
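Growth restoration measured by BacTiter-Glo luminescence after 24 hr at 30 deg C; alpha-synuclein yeast, raffinose-pregrown to mid-log, were added at OD600=0.02 in galactose medium onto pinned compounds.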
* marks the source's active call; other numbers are inactive results; & = joins results of further samples; [ ] = remark or other dose. Potency means the concentration at half of the fitted maximal effect.

For O=C(COc1ccc(S(=O)(=O)N2CCOCC2)cc1)N1CCCCCC1 the results were aSyn yeast rescue -2%.
COc1ccc(C2Nc3ccccc3-n3c(-c4ccccc4)c4c(=O)n(C)c(=O)n(C)c4c32)cc1 (stereo not given) was read as aSyn yeast rescue -14%.
For C=C(C(=O)O)C1CCC2(C)CCCC(C)(O)C2C1 (stereo not given) the results were aSyn yeast rescue 6%.
CCC(C)n1c(SCc2c(F)cccc2Cl)nc2ccsc2c1=O (stereo not given) was read as aSyn yeast rescue 1%.
Screening COc1ccc(OC)c(CNc2ncnc3onc(-c4ccc(Cl)cc4)c23)c1 returned aSyn yeast rescue -3%.
For CCOc1ccc2nc(Cl)c(C3CC(c4ccco4)=NN3S(C)(=O)=O)cc2c1 (stereo not given) the results were aSyn yeast rescue 6%.
Screening CN(CC(=O)Nc1cccc(F)c1)C(=O)c1ccc(COc2ccccc2)cc1 returned aSyn yeast rescue -7%.
O=C(Nc1ccc(Cl)cc1Cl)c1cc(S(=O)(=O)NCc2ccc3c(c2)OCO3)ccc1F was read as aSyn yeast rescue -9%.
`Cc1sc2c(c1C)c(=O)n(-c1cccc(C(F)(F)F)c1)c(=O)n2Cc1ccc(F)cc1` gave aSyn yeast rescue -14%.
CCOC(=O)NC(=O)/C(C#N)=N\Nc1cccc(OC)c1 was read as aSyn yeast rescue 9%.
`Cc1cccc(NC(=O)C2CC3CCC2C3)c1C` (stereo not given) gave aSyn yeast rescue 0%.
Screening CCOc1ccc(C(=O)NC(=S)Nc2cccnc2)cc1[N+](=O)[O-] returned aSyn yeast rescue -13%.
CC(C)Oc1ccc(CNC(=O)Cc2ccc(NC(=O)N3CCSc4ncccc43)cc2)cc1 was read as aSyn yeast rescue -4%.
Screening COc1ccc(C(=O)NC2(C(F)(F)F)NC(=O)N(CCCc3ccccc3)C2=O)c(OC)c1OC (stereo not given) returned aSyn yeast rescue 1%.
For CCN(CC)C(=O)c1cn(-c2ccccc2)nc1-c1ccc2c(c1)OCCO2 the results were aSyn yeast rescue -10%.
Screening CCOc1ccc(CNC(=O)CCCn2c(=O)c3cccn3c3ccc(F)cc32)cc1 returned aSyn yeast rescue 2%.
Screening Cc1cccc(NC(=O)CSc2nc(N)c(NC(=O)c3cccs3)c(=O)[nH]2)c1C returned aSyn yeast rescue -10%.
For CCCCNC(=O)CCc1c(C)nc2cc(-c3ccccc3)nn2c1C the results were aSyn yeast rescue 9%.
For COc1ccc(-c2nc3ccccc3o2)cc1NC(=O)COc1ccc(C(C)(C)C)cc1 the results were aSyn yeast rescue 0%.
COc1ccc(-c2c3c(=O)n(C)c(=O)n(C)c3c3n2-c2ccccc2NC3c2ccccc2OC)cc1 (stereo not given) was read as aSyn yeast rescue 1%.
Screening O=C(Cc1cccc([N+](=O)[O-])c1)Nc1ccccc1 returned aSyn yeast rescue -7%.
Screening COc1ccc(N2CC(C(=O)NCc3n[nH]c(=O)c4ccccc34)CC2=O)cc1 (stereo not given) returned aSyn yeast rescue -6%.
`CCOC(=O)c1ccc(N2C(=O)c3n[nH]c(-c4cccs4)c3C2c2ccc(C)cc2)cc1` (stereo not given) gave aSyn yeast rescue 3%.
CCOC(=O)c1c(C)oc2nc(C)nc(NCCc3ccc(OC)c(OC)c3)c12 was read as aSyn yeast rescue 3%.
For COC(=O)c1c(N)n(-c2ccc(OC)c(Cl)c2)c2nc3ccccc3nc12 the results were aSyn yeast rescue 2%.
Screening CCOCCCNC(=O)C(=O)Nc1c2c(nn1-c1ccccc1)CSC2 returned aSyn yeast rescue -9%.
`O=c1[nH]c2cc([N+](=O)[O-])cc(Cl)c2c2ccccc12` gave aSyn yeast rescue 1%.
Screening COc1cc(OC)cc(Oc2ccc(S(=O)(=O)N3CCCCC3)cc2[N+](=O)[O-])c1 returned aSyn yeast rescue 11%.
CCCOc1ccc(C2c3c(oc4ccccc4c3=O)C(=O)N2c2ccc(C)cn2)cc1OCC (stereo not given) was read as aSyn yeast rescue 1%.
For Cc1ccc(NC(=O)COC(=O)C2C3CC4OC(=O)C2C4C3)cc1Cl (stereo not given) the results were aSyn yeast rescue 4%.
O=C(Nc1ccccc1N1CCCCC1)c1ccc(F)c(S(=O)(=O)N2CCOCC2)c1 was read as aSyn yeast rescue 12%.
For CCOC(=O)N1CCc2c(sc3c2c(=O)n(-c2ccc(CC)cc2)c(=O)n3Cc2ccc(F)cc2Cl)C1 the results were aSyn yeast rescue 5%.
O=C(c1cc(=O)[nH]c2ccccc12)N(Cc1nnc(-c2ccccc2Cl)o1)C1CC1 was read as aSyn yeast rescue -43%[inhibitor].
For O=C(Nc1nc2ccccc2[nH]1)c1cc(F)cc(F)c1 the results were aSyn yeast rescue -1%.
CCOc1ccc(CNC(=O)c2cccn2-c2nnc(N3CCCCC3)s2)cc1OC was read as aSyn yeast rescue -11%.
For Cc1cccc(N(C)C(CNS(=O)(=O)c2ccccc2)c2ccccc2)c1 (stereo not given) the results were aSyn yeast rescue 20%.
Screening CC1=C(c2ccc(Cl)cc2)S(=O)(=O)N=C1N1CCN(c2cc(C)ccc2C)CC1 returned aSyn yeast rescue -5%.
For CCOc1ccc(CNC(=O)c2ccc3nc(CC)c(CC)nc3c2)cc1OC the results were aSyn yeast rescue 4%.
Screening CCCn1c(NC(=O)c2ccc([N+](=O)[O-])o2)nc2ccccc21 returned aSyn yeast rescue 8%.
For O[C@@H]1CN(CC2CCCCC2)[C@@H](c2ccc(Cl)cc2)C[C@H]1n1cc(C2CC2)nn1 the results were aSyn yeast rescue 3%.

The last 4 entries of the part before lead into the next:
Screening CC1=C(c2ccc(Cl)cc2)S(=O)(=O)N=C1N1CCN(c2cc(C)ccc2C)CC1 returned aSyn yeast rescue -5%.
For CCOc1ccc(CNC(=O)c2ccc3nc(CC)c(CC)nc3c2)cc1OC the results were aSyn yeast rescue 4%.
Screening CCCn1c(NC(=O)c2ccc([N+](=O)[O-])o2)nc2ccccc21 returned aSyn yeast rescue 8%.
For O[C@@H]1CN(CC2CCCCC2)[C@@H](c2ccc(Cl)cc2)C[C@H]1n1cc(C2CC2)nn1 the results were aSyn yeast rescue 3%.
Screening O=C(C[C@@H]1C[C@H]2c3cc(NC(=O)Nc4ccccc4F)ccc3O[C@H]2[C@H](CO)O1)NCC(F)(F)F returned aSyn yeast rescue -10%.
For Cc1ccc(Cl)cc1Nc1nn2c(=O)c3ccc(C(=O)NC4CCC(C)CC4)cc3nc2s1 (stereo not given) the results were aSyn yeast rescue 2%.
COc1cc2nc(NC(=O)c3ccc(S(=O)(=O)N4CCc5ccccc54)cc3)sc2cc1OC was read as aSyn yeast rescue 1%.
For CCOC(=O)c1c(-c2ccc(OC)c(OC)c2)csc1NC(=O)c1ccccc1F the results were aSyn yeast rescue -5%.
`CCOc1ccc(C(=O)Nc2ccc(NC(=O)c3ccccc3)cc2)cc1Br` gave aSyn yeast rescue inconclusive.
Screening COc1ccc(C(=O)CSc2n[nH]c(=O)n2Cc2ccco2)cc1 returned aSyn yeast rescue 7%.
Screening CCc1ccc(Nc2cc(C)nc3nc(Cc4ccc(Cl)cc4)nn23)cc1 returned aSyn yeast rescue 10%.
CCC(=O)N1CCc2cc(Br)cc(S(=O)(=O)N3CCN(c4ccc(C)cc4)C(C)C3)c21 (stereo not given) was read as aSyn yeast rescue -5%.
`C/C(=N\O)C(C)(C)Nc1ccc(Cl)cc1` gave aSyn yeast rescue 3%.
For CCCCOC(=O)c1ccc(-n2nnc3c(sc4nc(C)cc(C)c43)c2=O)cc1 the results were aSyn yeast rescue -17%.
For COc1ccc(C2CC(=O)N3CN(C4CCCCC4)CSC3=C2C#N)cc1 (stereo not given) the results were aSyn yeast rescue -26%.
CCOCCc1nn2c(=O)cc(COC(=O)c3ccccc3Br)nc2s1 was read as aSyn yeast rescue 15%.
`COc1cccc(-c2nc(CS(=O)(=O)CC(=O)NCc3ccc(Cl)cc3)c(C)o2)c1` gave aSyn yeast rescue -2%.
For CCN(CC)C(=O)CSc1nc2cc3c(cc2c(=O)n1CCCCCC(=O)NCc1ccc(OC)cc1)OCO3 the results were aSyn yeast rescue 7%&9%.
For COc1ccc(CNC(=O)c2cc(C3CC3)nc3c2c(C)nn3-c2cccc(Cl)c2C)cc1 the results were aSyn yeast rescue 4%.
Screening CCc1ccc(NC(=O)CSc2nc3c(sc4ccccc43)c(=O)n2CCCOC)cc1 returned aSyn yeast rescue -11%.
CCCN(CC(=O)Nc1ccccc1OC)C(=O)CCCN1C(=O)c2ccccc2C1=O was read as aSyn yeast rescue 6%.
S=C(NCc1ccco1)N1CCOCC1 was read as aSyn yeast rescue -7%.
`Cc1cc(-n2c(C)nc3ccccc3c2=O)ccc1NC(=O)c1ccc([N+](=O)[O-])cc1` gave aSyn yeast rescue 2%.
Cc1ccc(Cl)cc1N1CCN(CCCNc2ncnc3onc(-c4ccc(Cl)cc4)c23)CC1 was read as aSyn yeast rescue -17%.
For CCOc1ccc(CC(=O)NCCc2sc3nc(-c4ccc(F)cc4)nn3c2C)cc1 the results were aSyn yeast rescue 5%.
For COc1cccc(CNC(=O)Cn2c(=O)c3cccn3c3ccc(F)cc32)c1OC the results were aSyn yeast rescue -18%.
For CCn1c(=O)n(CC)c2cc(N3CCCCC3)c(NC(=O)Nc3ccccc3C(F)(F)F)cc21 the results were aSyn yeast rescue 7%.
CC(C)(C)c1ccc(C(=O)Nc2ccc(-c3nc4cc(Cl)ccc4o3)cc2)cc1 was read as aSyn yeast rescue -9%.
Cc1ccc(S(=O)(=O)N2CCOCC2)cc1C(=O)NC1CCCC(C)C1C (stereo not given) was read as aSyn yeast rescue -3%.
For O=C(COC(=O)CNS(=O)(=O)c1ccc(Br)cc1Cl)NC1CCCC1 the results were aSyn yeast rescue -2%.
For c1ccc(CNc2nc3c(-c4ccccc4)nnn3c3ccccc23)cc1 the results were aSyn yeast rescue 3%.
Screening O=C(CSc1nccn1-c1ccc(F)cc1)Nc1nc2ccccc2s1 returned aSyn yeast rescue 1%.
`O=C(Nc1nnc(-c2ccc(F)cc2)o1)C1CCCN1S(=O)(=O)c1cccs1` (stereo not given) gave aSyn yeast rescue -4%.
Screening Cc1ccc(CN2CC(C(=O)Nc3cc(C)ccn3)CC2=O)cc1 (stereo not given) returned aSyn yeast rescue 2%.
Screening COC(=O)C(CCSC)NC(=O)Cn1ncc2c(=O)oc3ccc(C)cc3c21 (stereo not given) returned aSyn yeast rescue 3%.
`CC(=O)Nc1ccc(S(=O)(=O)NC2=NCN(CCO)CN2)cc1` gave aSyn yeast rescue -7%.
`CCCc1ccc(C(=O)[C@@H]2[C@@H](C(C)=O)N3c4ccc(F)cc4C=C[C@@H]3[C@@]23C(=O)Nc2ccccc23)cc1` gave aSyn yeast rescue 6%.
For CC(C)CC(=O)Nc1nnc(S(=O)(=O)N2c3ccccc3CC2C)s1 (stereo not given) the results were aSyn yeast rescue -2%.
For O=C(NCCNC(=O)c1ccco1)c1ccc(Cl)c(Cl)c1 the results were aSyn yeast rescue 3%.
Screening COCCN(C(=O)c1cc(S(=O)(=O)N2CCCCC2)ccc1Cl)c1c(N)n(CC(C)C)c(=O)[nH]c1=O returned aSyn yeast rescue -5%.
CCOC(=O)COc1ccc(S(=O)(=O)N2CCN(c3ccc(OC)cc3)CC2)cc1 was read as aSyn yeast rescue 8%.
Screening COc1ccc(C2C(C(=O)c3ccco3)=C(O)C(=O)N2CC2CCCO2)c(OC)c1 (stereo not given) returned aSyn yeast rescue -11%.
For COc1cc(OC)cc(C(=O)NC(C(=O)O)C23CC4CC(CC(C4)C2)C3)c1 (stereo not given) the results were aSyn yeast rescue -8%.
`COc1cccc(NC(=O)CN(C)C(=O)CCNC(=O)c2ccccc2OC)c1` gave aSyn yeast rescue 3%.
Screening Cc1ccc(OCC(=O)N2N=C(c3ccc(Cl)cc3)CC2c2ccco2)c([N+](=O)[O-])n1 (stereo not given) returned aSyn yeast rescue 0%.
O=C(COc1cc(O)c2c(=O)c3ccccc3oc2c1)OCc1ccccc1 was read as aSyn yeast rescue 0%.
Screening CC(=O)N1c2ccccc2C(=O)C1N1CCN(c2cccc(C(F)(F)F)c2)CC1 (stereo not given) returned aSyn yeast rescue 1%.
`COc1ccc(C(=O)OC2=C(C(=O)c3ccccc3)N(C)S(=O)(=O)c3ccccc32)cc1OC` gave aSyn yeast rescue -2%.
For COc1ccc(C)cc1-n1nnc(-c2nc(-c3ccccc3Cl)no2)c1N the results were aSyn yeast rescue 3%.
`CC(=O)c1cc2c(cc1N/C(=N/S(=O)(=O)c1ccc(Cl)cc1)c1ccc(F)cc1)OCO2` gave aSyn yeast rescue -1%.
COc1cc2[nH]c(=O)n(CCCCCC(=O)NCCc3ccccc3)c(=O)c2cc1OC was read as aSyn yeast rescue -10%.
Cc1ccc(C(=O)Nc2c(C)cc(-c3ccccc3)oc2=O)cc1 was read as aSyn yeast rescue -10%.
CN(C)C(=O)COc1ccc(C(=O)/C=C/c2cccnc2)cc1 was read as aSyn yeast rescue 7%.
COc1ccc(NC(=O)c2nc(SCc3ccccc3F)ncc2Cl)cc1 was read as aSyn yeast rescue -4%.
For CCCCN1C(=O)C(CC(=O)NCCCN(C)C)CC(C(=O)N2CCOCC2)=C1C (stereo not given) the results were aSyn yeast rescue -5%.

Taken from above (seven entries):
Screening Cc1ccc(OCC(=O)N2N=C(c3ccc(Cl)cc3)CC2c2ccco2)c([N+](=O)[O-])n1 (stereo not given) returned aSyn yeast rescue 0%.
O=C(COc1cc(O)c2c(=O)c3ccccc3oc2c1)OCc1ccccc1 was read as aSyn yeast rescue 0%.
Screening CC(=O)N1c2ccccc2C(=O)C1N1CCN(c2cccc(C(F)(F)F)c2)CC1 (stereo not given) returned aSyn yeast rescue 1%.
`COc1ccc(C(=O)OC2=C(C(=O)c3ccccc3)N(C)S(=O)(=O)c3ccccc32)cc1OC` gave aSyn yeast rescue -2%.
For COc1ccc(C)cc1-n1nnc(-c2nc(-c3ccccc3Cl)no2)c1N the results were aSyn yeast rescue 3%.
`CC(=O)c1cc2c(cc1N/C(=N/S(=O)(=O)c1ccc(Cl)cc1)c1ccc(F)cc1)OCO2` gave aSyn yeast rescue -1%.
COc1cc2[nH]c(=O)n(CCCCCC(=O)NCCc3ccccc3)c(=O)c2cc1OC was read as aSyn yeast rescue -10%.

This is a subset (hit frequency here may not be typical).
